WT yeast gro inh – growth inhibition of WT yeast, mitochondrial fusion screen | mitochondrial fusion phenotypic screen, WT strain | inhibition, % at 10 µM | 190,000 compounds, 2.1% hits | AID 1362; in the data active = inhibition above about 58%; tested in S. cerevisiae
bCat nuc transl – modulators of beta-catenin nuclear translocation; HeLa beta-catenin nuclear translocation, immunofluorescence imaging; AID 1665; nuclear translocation activity, % at 5 µM; 190,000 compounds, 0.3% hits;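 active = nuclear translocation activity above 50% at 5 µM, with a well cell count of 50 or more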;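 also: per-cell ratio of nuclear to cytoplasmic median beta-catenin stain intensity; plate controls were DMSO negative control for no effect and GSK-3 inhibitor IX positive control for full effect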
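Signal – beta-catenin immunofluorescence imaging with DAPI · Test system – human HeLa cell line · Dosing – 5 µM primary single dose, 0.1% DMSO, 0.02–20 µM confirmation series · Measure – % activation, nuclear-to-cytoplasmic median beta-catenin signal ratio per cell · Incubation – 24 h compound exposure at 37°C, 5% CO2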
Lipid droplet – modulators of hepatic lipid droplet formation; AML12 mouse hepatocytes, oleate lipid droplets, BODIPY imaging; inhibition, % at 6.5 µM; 240,000 compounds, 0.4% hits;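 active = lipid droplet intensity inhibited by at least 50%, with more than 500 cells counted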
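System: AML12 hepatocytes (mouse). Probe or stimulus: oleic acid at 100 µM to induce lipid droplet formation. Times: overnight treatment with compound plus oleate. Detection: Image-based BODIPY and DAPI two-channel analysis. Evaluation: percent inhibition of filter-corrected integrated lipid droplet intensity per well.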
T cell HTS – modulates CD8 T cell binding to vesicles | 330,000 compounds, 0.068% hits | AID 2052 | 2C CD8+ T cell-vesicle binding, flow cytometry; stronger effect = lower value | calls only at 7 µM;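 active = response, share of CD8 T cells binding vesicles, and their 90th percentile fluorescence all below set limits, cut at about 80% in these data, passing the limit was not always enough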
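System: murine 2C transgenic CD8+ T lymphocytes; also added: QL9-loaded Drosophila micro-vesicles; times: binding 1.5 h at 37 °C; measured by: flow cytometry, PE anti-B7-1 (FL2) versus Alexa647 anti-CD8 (FL8), PFA-fixed; control set: Peptide-free naked vesicles (low) and QL9 vesicles with 0.7% DMSO vehicle (high)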
Autophagy mod – modulators of autophagy; MEF GFP-LC3 puncta imaging; test concentration mostly 10 µM; calls only at 10 µM (by protocol); 190,000 compounds, 0.98% hits;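 active = percentage of spot-positive cells more than 3 SD above its plate mean, without a fluorescence outlier flag or 80% toxicity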;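 also: spot-positive cell cutoff set from DMSO-treated cells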
West Nile virus CPE – West Nile virus antiviral activity, cell-based, CPE readout (AID 1621). West Nile virus-infected cells, CPE inhibition; higher % means a stronger effect. CPE inhibition, % at 10 µM; hits with a dose series show IC50 in µM. 290,000 compounds, 0.02% hits; in the data active = a potency from the dose series; also: strong numbers were not always called active
Insulin prom up – MIN6 insulin promoter up-regulation | MIN6 insulin promoter-GFP reporter, high-content imaging; stronger effect = higher value | z-score at 5 µM | 190,000 compounds, 0.3% hits;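 active = z-score above 3 at 5 µM with at least 500 cells counted in the well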
MT stabilizer – microtubule stabilization, imaging screen; HeLa tubulin immunostaining HCS, 24 h; share of cells brighter than vehicle mean+2SD; % tubulin-high responders, % at 10 µM; 200,000 compounds, 0.83% hits;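 active = plate Z-score above 3 for both tubulin-high and condensed-nucleus cell shares, with cell loss under 80%, at 10 µM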;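 also: anti alpha tubulin signal scored within the nucleus-defined area of each cell; some results filed as inactive read as strong as hits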
Myeloid diff MLP – promotes myeloid progenitor differentiation | ER-HoxA9 myeloid progenitors, lysozyme-GFP differentiation, flow cytometry | calls only at 10 µM | 360,000 compounds, 1% hits;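 active = normalized GFP-positive differentiation at or above the plate's own cutoff, the solvent-only control mean plus 3 SD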;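 also: cells exposed to compound for four days before flow analysis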
WT yeast gro inh mutant strain – recorded beside WT yeast gro inh, whose call it bears; inhibition, %; mitochondrial fusion phenotypic screen, mutant strain inhibition
Insulin prom up cell count – recorded beside Insulin prom up, whose call it bears; cell count; measured here: cytotoxicity, nuclei count;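 total cells summed across four imaged fields per well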
Lipid droplet cells 6.5 µM – second read-out of Lipid droplet, no call of its own (marks repeat the call); cell count; measured here: cell count, cytotoxicity flag;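 cells counted across two imaged fields per well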
bCat nuc transl cell count 5 µM – second read-out of bCat nuc transl, no call of its own (marks repeat the call); cell count; measured here: cell count, cytotoxicity flag
T cell HTS vesicle-bound % – further read-out of T cell HTS, marked with its call; double positive events, %; measured here: CD8+ vesicle-bound cell fraction;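 binding gate set so that unloaded-vesicle control wells show 10% double positive cells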
MT stabilizer Hoechst-high % – also measured in MT stabilizer; calls as there; % Hoechst-high responders; measured here: nuclear condensation Hoechst responders;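 share of cells brighter than vehicle mean plus two SD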
MT stabilizer cytotoxicity % – second read-out of MT stabilizer, no call of its own (marks repeat the call); toxicity, %; measured here: cytotoxicity by cell density;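 0% = mean cell density of plate MIN control wells and 100% = no cells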
Autophagy mod cell loss 18 h – also measured in Autophagy mod; calls as there; toxicity, %; measured here: cell loss, nuclei count;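 cell loss after 18 h compound exposure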
Myeloid diff MLP GFP+ MAC1+ % – second read-out of Myeloid diff MLP, no call of its own (marks repeat the call); GFP+ MAC1+ double positive, %; measured here: differentiation confirmed by MAC1 staining
Starred values were filed as active, the others as inactive; i = inactive; nt = not tested or not shown.

SMILES | WT yeast gro inh | WT yeast gro inh mutant strain | bCat nuc transl | bCat nuc transl cell count 5 µM | Lipid droplet | Lipid droplet cells 6.5 µM | T cell HTS | T cell HTS vesicle-bound % | Autophagy mod | Autophagy mod cell loss 18 h | West Nile virus CPE | Insulin prom up | Insulin prom up cell count | MT stabilizer | MT stabilizer Hoechst-high % | MT stabilizer cytotoxicity % | Myeloid diff MLP | Myeloid diff MLP GFP+ MAC1+ %
CCn1c2ccccc2c2nnc(SCC(=O)Nc3c(C)n(C)n(-c4ccccc4)c3=O)nc21 | -2 | -11 | 2.9 | 1348 | nt | nt | i | 48 | i | -22 | 0.2% | -0.92 | 1335 | 2.8 | 1.4 | 8.2 | i | 1.8
CCOc1ccc(NC(=O)Cn2ncc3ccccc32)cc1 | nt | nt | nt | nt | 2 | 815 | i | 35 | nt | nt | 0.0% | nt | nt | nt | nt | nt | i | 0.5
COC(=O)[C@H](CCSC)NC(=O)NCc1ccc(S(N)(=O)=O)cc1 | -1 | -2 | -2.2 | 1161 | nt | nt | i | 28 | i | -13 | 0.0% | -0.93 | 911 | 2.2 | 2.1 | 6.3 | i | 3.1
COc1ccc(C(c2nnnn2Cc2ccccc2)N2CCN(C(=O)c3ccco3)CC2)cc1 (stereo unspecified) | 3 | 5 | -5.3 | 940 | nt | nt | i | 7 | i | -6 | 0.1% | -1.3 | 1380 | 1.6 | 1.0 | 4.7 | i | 0.4
COC(=O)c1ccc(Oc2c(C)oc3c(CN4CCN(C)CC4)c(O)ccc3c2=O)cc1 | -3 | -1 | 1.1 | 814 | nt | nt | i | 20 | i | 18 | 0.2% | -0.88 | 1234 | 3.3 | 2.3 | 2.1 | i | 9.6
COc1ccc(S(=O)(=O)N2CCN(C(=S)NCCc3ccccc3)CC2)cc1 | nt | nt | nt | nt | 9 | 827 | i | 71 | nt | nt | -0.2% | nt | nt | nt | nt | nt | i | 1.0
O=C(CCC(=O)c1cccs1)NC1CCCCCC1 | -10 | 4 | -0.6 | 1085 | -2 | 709 | i | 21 | i | 9 | 0.0% | nt | nt | 5.2 | 1.6 | 12 | i | 0.9
COc1ccccc1CNS(=O)(=O)c1ccc2[nH]cc(C(=O)O)c(=O)c2c1 | 8 | 8 | -1.5 | 1353 | nt | nt | i | 38 | i | 3 | -0.1% | -0.41 | 1434 | 2.5 | 2.1 | 8.1 | i | 0.7
CCCc1nc2c(sc3nc4c(cc32)COC(C)(C)C4)c(=O)n1Cc1ccco1 | 11 | 7 | nt | nt | -17 | 704 | i | 48 | i | 6 | -1.0% | nt | nt | 1.3 | 2.1 | 7.3 | i | 9.3
O=C(Nc1ccc(F)cc1)c1ccc(-n2cncn2)c([N+](=O)[O-])c1 | -2 | -4 | -1.3 | 1102 | -80 | 312 | i | 66 | i | 18 | -0.4% | -0.28 | 1607 | 8.8 | 1.7 | 33 | i | 0.2
CC(C)c1nc2sc3c(=S)nc[nH]c3c2c2c1CCC2 | nt | nt | 0.2 | 1300 | -1 | 756 | i | 9 | nt | nt | -0.1% | -0.06 | 1053 | nt | nt | nt | i | 1.2
O=C(Cc1ccc(Cl)cc1)NNC(=S)NC(=O)c1cccnc1 | 7 | 4 | 0.0 | 1510 | -2 | 611 | i | 54 | i | -29 | 0.1% | 0 | 1289 | 1.5 | 1.6 | 7.7 | i | 0.1
O=C(CN1CCCCC1)Nc1nnc(-c2ccc([N+](=O)[O-])cc2)s1 | 1 | 14 | -1.2 | 1363 | nt | nt | i | 36 | i | -1 | nt | 0.53 | 1594 | 2.8 | 1.9 | 7.8 | i | 4.2
O=C(NC1CC1)C1CCN(C2CCN(Cc3ccccc3C(F)(F)F)CC2)CC1 | nt | nt | nt | nt | -9 | 674 | i | 28 | nt | nt | -0.3% | nt | nt | nt | nt | nt | i | 3.3
CCC1Oc2ccccc2N(CC(=O)NCCN2CCc3ccccc3C2)C1=O (stereo unspecified) | -4 | -6 | 0.9 | 1453 | nt | nt | i | 12 | i | -2 | 0.0% | 0.35 | 1154 | 5.4 | 1.8 | 9.0 | i | 1.3

Looked up by structure from above (2):
SMILES | WT yeast gro inh | WT yeast gro inh mutant strain | bCat nuc transl | bCat nuc transl cell count 5 µM | Lipid droplet | Lipid droplet cells 6.5 µM | T cell HTS | T cell HTS vesicle-bound % | Autophagy mod | Autophagy mod cell loss 18 h | West Nile virus CPE | Insulin prom up | Insulin prom up cell count | MT stabilizer | MT stabilizer Hoechst-high % | MT stabilizer cytotoxicity % | Myeloid diff MLP | Myeloid diff MLP GFP+ MAC1+ %
O=C(CN1CCCCC1)Nc1nnc(-c2ccc([N+](=O)[O-])cc2)s1 | 1 | 14 | -1.2 | 1363 | nt | nt | i | 36 | i | -1 | nt | 0.53 | 1594 | 2.8 | 1.9 | 7.8 | i | 4.2
O=C(CCC(=O)c1cccs1)NC1CCCCCC1 | -10 | 4 | -0.6 | 1085 | -2 | 709 | i | 21 | i | 9 | 0.0% | nt | nt | 5.2 | 1.6 | 12 | i | 0.9

Continuation.
SMILES | WT yeast gro inh | WT yeast gro inh mutant strain | bCat nuc transl | bCat nuc transl cell count 5 µM | Lipid droplet | Lipid droplet cells 6.5 µM | T cell HTS | T cell HTS vesicle-bound % | Autophagy mod | Autophagy mod cell loss 18 h | West Nile virus CPE | Insulin prom up | Insulin prom up cell count | MT stabilizer | MT stabilizer Hoechst-high % | MT stabilizer cytotoxicity % | Myeloid diff MLP | Myeloid diff MLP GFP+ MAC1+ %
O=C(Nc1nc2ccc(S(=O)(=O)N3CCCCC3)cc2s1)c1cccnc1 | 0 | -12 | -9.8 | 1110 | -7 | 701 | nt | nt | i | 4 | 0.6% | nt | nt | 1.4 | 1.3 | 11 | i | 0.8
CCOc1cc(S(=O)(=O)N2CCC(c3nc4ccccc4s3)CC2)c(OCC)cc1S(=O)(=O)N1CCCCC1 | 14 | 21 | 0.5 | 1394 | nt | nt | i | 40 | i | 9 | -0.4% | -0.31 | 1505 | 2.9 | 1.5 | 2.3 | i | 7.0
CC(=O)N1CCN(Cc2nc3cc(NC(=O)COc4ccccc4)ccc3n2C)CC1 | 11 | 0 | -0.2 | 1096 | 1 | 680 | i | 24 | i | 1 | 0.2% | -0.24 | 1229 | 3.6 | 2.2 | 0.0 | i | 0.9
O=C(Cc1ccccc1)c1ccc(Cl)cc1 | nt | nt | -1.6 | 1227 | -12 | 727 | i | 32 | nt | nt | 0.3% | 0.37 | 1243 | nt | nt | nt | i | 0.5
CCc1nnc(NS(=O)(=O)c2ccc(Nc3ccc4nonc4c3[N+](=O)[O-])cc2)s1 | -7 | -2 | 1.5 | 1477 | 1 | 703 | i | 60 | i | 4 | 0.6% | 0.11 | 1407 | 3.9 | 3.7 | 8.5 | i | 0.2
COc1cccc(N2CCN(C(=S)NCCc3ccccc3)CC2)c1 | 5 | -10 | -1.8 | 1029 | -16 | 703 | i | 52 | i | 10 | -0.2% | 0.71 | 1714 | 3.0 | 1.6 | 7.7 | i | 0.4
Cn1cc(CN2C[C@H]3CC[C@H]2C3)c(-c2ccccc2F)n1 | -6 | -13 | 0.6 | 999 | 9 | 722 | i | 42 | i | 13 | -0.2% | nt | nt | 1.8 | 2.0 | 4.8 | i | 0.3
COC(=O)C1=C(C(=O)c2ccccc2)C(c2ccc(O)c(OC)c2)n2nnnc2N1 (stereo unspecified) | -17 | -12 | -2.0 | 1218 | 3 | 790 | i | 13 | i | 0 | -0.2% | nt | nt | 1.7 | 1.7 | 9.8 | i | 0.7
Cc1cc(=O)[nH]c(-n2nc(C)c(Oc3ccccc3O)c2C)n1 | -39 | -26 | -1.9 | 975 | nt | nt | i | 27 | i | -2 | 0.1% | -0.11 | 1424 | 2.1 | 3.1 | 8.6 | i | 1.5
O=C(CC(c1ccccc1)c1ccccc1O)NCc1ccccc1Cl (stereo unspecified) | 29 | 4 | -1.0 | 1150 | -10 | 616 | i | 46 | i | 12 | -1.9% | -0.84 | 1514 | 2.4 | 2.3 | 4.7 | i | 0.6
COc1ccc(/C=C2\SC(=O)N(CCNC(=O)CCS(=O)(=O)c3ccc(C)cc3)C2=O)cc1 | -6 | -5 | 0.0 | 917 | -15 | 610 | i | 48 | i | 12 | -0.8% | 0.8 | 2221 | 4.3 | 1.8 | 7.8 | i | 1.1
CCCCOc1ccc(N=Cc2ccc[nH]2)cc1 | nt | nt | nt | nt | 11 | 841 | i | 9 | nt | nt | -0.6% | nt | nt | nt | nt | nt | i | 1.0
CCOc1cc(/C=C2/NC(=O)N(CC(=O)OC)C2=O)ccc1OC | -14 | 7 | -1.7 | 1145 | 5 | 653 | i | 28 | i | 2 | 0.4% | -1.6 | 1472 | 4.2 | 1.9 | 5.3 | i | 0.4
Cc1ccccc1-n1nc(C)c2cc(C(=O)N3CCN(S(=O)(=O)c4ccccc4)CC3)sc21 | nt | nt | -6.0 | 1243 | -4 | 774 | nt | nt | nt | nt | nt | -0.62 | 1283 | nt | nt | nt | i | 3.3
CCOC(=O)c1csc(Nc2nc3ccc(F)cc3s2)n1 | 13 | 17 | -2.0 | 1463 | nt | nt | i | 36 | i | 33 | nt | -0.46 | 1541 | 2.0 | 1.7 | 1.8 | i | 0.5
CCOc1ccc(N(CC(=O)NC2CCCCCC2)S(=O)(=O)c2c(C)noc2C)cc1 | 12 | -4 | -2.8 | 1215 | nt | nt | i | 38 | i | -3 | 1.6% | -1.1 | 1027 | 2.1 | 3.9 | 11 | i | 4.6
COc1cc(CN2CCC(C(=O)N3CCC(C)CC3)CC2)cc(Br)c1O | 8 | 5 | -8.2 | 1069 | nt | nt | i | 26 | nt | nt | 1.1% | -0.39 | 1129 | 1.8 | 1.8 | 8.3 | i | 1.5
CC(C)(C)C(=O)Nc1sc2c(c1C#N)CCN(Cc1ccccc1)C2 | nt | nt | nt | nt | -10 | 711 | i | 48 | nt | nt | -0.2% | nt | nt | nt | nt | nt | i | 3.0

From PubChem BioAssay
